# ssDAF12 agonist: activators of S. stercoralis DAF-12 nuclear receptor; HEK293 ssDAF-12/GRIP1 lit1-tk-luc reporter, luminescence; % of 3 µM dafachronic acid response; activation, % at 6.8 µM; actives 1% (n = 370,000); AID 652126;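 active means activation above the mean over all tested compounds plus 3 SD, cut at about 0.9% in these data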;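 further: 0% = DMSO-only wells and 100% = 3 µM delta7-dafachronic acid wells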
# GC-A act: GC-A (human) enzyme activation. actives 0.14% (n = 370,000). AID 1671463. activation, % at 10 µM. HEK293 GC-A cells, cGMP TR-FRET, EC30 ANP; 0% at EC30 ANP, 100% saturating ANP. P16066; in the data active means activation above about 40%
# FXN GAA850 act: frataxin GAA850 promoter activation; HEK293 lucGAA850 FXN promoter luciferase reporter, 24 h; percent of 10 µM SAHA response; activation, % at 6 µM; actives 0.56% (n = 360,000);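 active means activation above the average of all compounds screened plus 3 SD, cutoff fixed separately per campaign, cut at about 7.5% in these data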;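 further: 0% = DMSO wells and 100% = 10 µM SAHA wells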
# PG9 binder: PG9 antibody binding by small molecule. TR-FRET gp120-PG9 antibody binding. inhibition, % at 6.7 µM. actives 0.43% (n = 360,000); in the data active means inhibition above about 8.5%
# hcDAF12 agonist: activates DAF-12 receptor from parasite H. contortus; HEK293 hcDAF-12 lit1-tk-luc reporter, luminescence; 0% DMSO, 100% Δ7-dafachronic acid; activation, % at 6.8 µM; actives 1.4% (n = 370,000);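 active means activation above the mean of all tested compounds plus 3 SD, cut at about 5.5% in these data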;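 further: 100% = response to 3 µM Δ7-dafachronic acid high control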
# ADAM10 inh: inhibitors of human ADAM10; actives 0.62% (n = 370,000); AID 720582; O14672; recombinant ADAM10, EDANS/DABCYL FRET peptide cleavage, 3 h; inhibition, % at 7 µM;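 active means inhibition above a per-campaign cutoff equal to the mean of compounds falling between control-based bounds plus 3 SD, cut at about 20% in these data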;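 further: 0% = DMSO wells while the 100% control is not disclosed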
# DAX1 inh-1: DAX1 (NR0B1) inhibition, primary screen; HEK293T StAR-luciferase reporter, SF-1/DAX-1 repression relief; inhibition, % at 6.8 µM; AID 652010; actives 1.1% (n = 370,000);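 active means inhibition above the mean over all tested compounds plus 3 SD, cut at about 3.6% in these data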;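 further: 0% = DAX-1 cells with DMSO and 100% = cells lacking DAX-1 with DMSO; higher inhibition means more luminescence from relief of DAX-1 repression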
# SMARCA2 activ: SMARCA2 function activation, primary screen. MG213 cells, MMTV-luciferase reporter, dexamethasone, overnight. activation, % at 9.1 µM. actives 1% (n = 370,000); in the data active means activation above about 7.8%;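 further: 0% = vehicle wells and 100% = reference activator wells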
# ADAM17 inh: inhibits human ADAM17 | P78536 | recombinant ADAM17, EDANS/DABCYL FRET peptide cleavage | inhibition, % at 6.95 µM | actives 0.83% (n = 370,000) | AID 720648;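 active means inhibition above the mean of compounds lying between control limits plus 3 SD, set per campaign, cut at about 8.5% in these data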;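 further: 0% = DMSO-only wells as the low control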
# Target sequence (P78536 215-824 limits assumed): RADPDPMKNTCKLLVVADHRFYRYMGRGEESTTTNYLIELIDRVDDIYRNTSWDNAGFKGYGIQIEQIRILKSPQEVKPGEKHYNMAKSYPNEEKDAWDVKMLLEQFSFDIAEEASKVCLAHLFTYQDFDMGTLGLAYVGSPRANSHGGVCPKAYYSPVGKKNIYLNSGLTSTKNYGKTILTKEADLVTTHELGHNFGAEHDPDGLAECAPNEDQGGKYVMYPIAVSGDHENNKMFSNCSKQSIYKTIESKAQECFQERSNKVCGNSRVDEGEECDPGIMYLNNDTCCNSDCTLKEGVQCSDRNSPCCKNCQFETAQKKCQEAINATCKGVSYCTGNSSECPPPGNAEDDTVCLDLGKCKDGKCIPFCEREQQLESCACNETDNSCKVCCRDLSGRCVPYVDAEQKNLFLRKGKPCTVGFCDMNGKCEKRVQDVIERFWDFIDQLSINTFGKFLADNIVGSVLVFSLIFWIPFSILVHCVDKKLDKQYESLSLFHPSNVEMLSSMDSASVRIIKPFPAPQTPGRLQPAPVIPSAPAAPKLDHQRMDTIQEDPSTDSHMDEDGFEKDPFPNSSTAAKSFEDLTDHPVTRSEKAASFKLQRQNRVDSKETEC
# DAX1 inh-2: inhibitors of human orphan nuclear receptor DAX1 (NR0B1). HEK293 Gal4-DAX1 luciferase reporter, luminescence. actives 0.99% (n = 340,000). inhibition, % at 6.75 µM. P51843. AID 504766;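 active means inhibition above the mean over all tested compounds plus 3 SD, cut at about 4.2% in these data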;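 further: 0% = DAX1-transfected cells with DMSO and 100% = empty-vector control cells with DMSO; inhibition shows as a rise in luminescence from relieved DAX1 repression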
# Target sequence (P51843 207-470 limits assumed): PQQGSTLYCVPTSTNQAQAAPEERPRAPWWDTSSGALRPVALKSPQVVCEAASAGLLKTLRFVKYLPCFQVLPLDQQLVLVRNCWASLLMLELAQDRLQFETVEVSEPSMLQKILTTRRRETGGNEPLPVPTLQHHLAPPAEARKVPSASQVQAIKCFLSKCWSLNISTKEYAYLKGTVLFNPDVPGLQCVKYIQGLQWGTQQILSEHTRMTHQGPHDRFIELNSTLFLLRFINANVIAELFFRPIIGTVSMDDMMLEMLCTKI
# hgDAF12 agonist: activates the H. glycines DAF-12 receptor ligand-binding domain | AID 687014 | activation, % at 6.8 µM | HEK293 GAL4-hgDAF12 UAS-luciferase reporter, agonist luminescence; normalized to butyrate control | actives 1.8% (n = 370,000);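 active means activation above a cutoff set at the mean of all screened compounds plus 3 SD, cut at about 10% in these data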;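 further: 0% = DMSO wells and 100% = sodium butyrate wells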
# Active calls of the source: *; · = no result given.
compound	FXN GAA850 act	PG9 binder	ADAM17 inh	ssDAF12 agonist	DAX1 inh-2	GC-A act	ADAM10 inh	hcDAF12 agonist	DAX1 inh-1	SMARCA2 activ	hgDAF12 agonist
COc1ccc(OC)c(S(=O)(=O)NCC(=O)NC2CCCc3ccccc32)c1 (stereo not given)	-1.3	0.5	0	0.0	0.1	-2	-9	2.4	-1.1	-1	-0.9
O=S1(=O)CC(N2CC=CC2)CN1Cc1ccc(F)cc1 (stereo not given)	·	-1.2	-4	-0.9	·	-6	-1	-0.3	-1.1	-4	-2.3
CCOC(=O)CN1C(=O)CC(c2ccc([N+](=O)[O-])cc2)C1=O (stereo not given)	-0.2	-0.4	1	-1.1	0.7	0	0	0.5	0.2	-3	0.5
COc1cccc(NC(=S)Nc2ccc(Br)cc2Cl)c1	1.6	1.4	0	-0.4	0.7	8	-2	0.5	-0.1	0	2.5
CCCn1c(=O)c2c(nc3n2CC(C)CN3Cc2ccccc2)n(C)c1=O (stereo not given)	0.7	-2.9	-1	-1.5	0.2	-1	-1	-2.0	-1.5	3	-2.1
Cc1ccc(NC(=O)CC2C(=O)NCCN2C(=O)c2ccc(F)cc2)cc1 (stereo not given)	0.5	1.6	-7	-0.3	1.1	0	-6	1.7	0.9	0	0.5
COCCNc1nc(N)c([N+](=O)[O-])c(N2CCCCCC2)n1	0.8	0.0	-5	-0.9	2.3	6	6	-0.1	0.1	-2	3.0
Cc1ccc(C(=O)CCC(=O)OCC(=O)N2CCN(S(=O)(=O)c3ccc(C)cc3C)CC2)cc1	2.1	-1.5	5	-1.1	0.7	0	5	-0.9	0.6	0	1.4
CCn1c(CCl)nc2cc(S(=O)(=O)N3CCOCC3)ccc21	-6.6	-2.7	-1	-0.8	·	17	1	-0.1	-0.3	6	-1.1
COc1ccc(C(O)(CCC(C)C)C(CN2CCOCC2)c2ccc(Cl)cc2)cc1 (stereo not given)	0.8	-1.8	6	-1.2	0.2	-60	14	-1.7	-0.4	-2	-0.8
S=C1NC2CCCCC2N1 (stereo not given)	-0.9	-1.6	-3	-0.8	-0.5	0	-3	-1.8	-0.2	-2	3.9
O=S(=O)(c1ccccc1)c1nc(-c2ccccc2)oc1N1CCOCC1	0.6	1.4	-5	-0.7	-1.2	-1	-1	-0.4	0.0	-1	1.0
N#C/C(=C\c1c[nH]c2ccccc12)c1nnc2n1CCCCC2	0.8	-0.6	-1	-1.5	-1.7	1	-4	-1.6	0.2	3	1.4
CC(C)Oc1ccc(S(=O)(=O)N2CCCCC2)cc1NC(=O)CC1OC(=O)c2ccccc21 (stereo not given)	3.6	0.0	1	-0.7	-1.8	0	6	-1.1	-1.5	-2	-0.9
O=C1c2ccccc2NC(c2ccc(O)c(O)c2)N1c1ccccc1Cl (stereo not given)	1.2	-0.4	-38	-0.4	1.4	-1	-108	0.4	0.5	1	3.0
COc1ccc(/C=C/S(=O)(=O)NCc2ccc(F)cc2)c(CNC(=O)OC(C)(C)C)c1	·	·	1	-0.4	·	-6	8	-1.9	-1.9	-5	1.6
COc1ccc(CC(=O)NCC2CCCN(Cc3ccc(SC)cc3)C2)cc1 (stereo not given)	-0.4	-1.9	-1	-1.0	-2.0	-29	3	-1.1	-0.7	-1	1.4
COc1ccc(OCC(=O)Nc2ccc3c(c2)OCO3)cc1	-0.5	0.2	-2	-0.9	1.1	1	0	-0.2	0.8	2	3.4
CN1CCN(C(=O)/C=C/c2ccc([N+](=O)[O-])o2)CC1	6.8	-3.3	-3	-0.8	1.3	2	4	-0.7	-1.2	7	-2.3
O=C(O)c1ccc(S(=O)(=O)NCc2cccnc2)cc1	-0.2	0.4	-1	-1.3	0.5	-1	2	-1.7	0.6	1	-0.2
CC1CN(c2ccnc3cc(Cl)ccc23)CCN1C(=O)c1ccc(Cl)cc1 (stereo not given)	·	·	-1	-2.3	·	-4	-5	-4.9	·	·	-6.1
O=c1nc(-c2ccccc2)cc(C(F)(F)F)[nH]1	0.4	-1.4	-36	0.0	0.1	-3	-90	1.4	0.5	-1	-0.4
Cc1cccc(N(CC(=O)NC(C)(C)C)C(=O)CS(=O)CC(=O)Nc2ccc(F)cc2)c1 (stereo not given)	-1.5	-2.4	-2	-1.0	2.1	1	-2	-1.9	-0.5	-2	3.0
COc1ccc(OC)c(CCNC(=O)c2ccc(CS(=O)Cc3ccc(Cl)cc3)o2)c1 (stereo not given)	-0.2	1.7	0	-1.0	1.9	-8	-5	-2.9	-0.4	-2	-4.2
COc1cc(OC)c(OC)cc1/C=N/NC(=O)c1ccc(CSc2nc(C)cc(C)n2)cc1	0.5	-0.7	-3	-1.7	-0.2	5	-16	-0.4	0.1	-3	5.7
Cc1noc(C)c1S(=O)(=O)Nc1ccc2c(c1)CC(=O)N([C@H](C)CO)C[C@H](C)[C@@H](CN(C)CC1CC1)O2	0.3	0.1	-7	-1.0	1.0	1	2	-1.3	0.9	0	-1.7
Cn1c(SCC(=O)Nc2ccc(S(=O)(=O)Nc3nccs3)cc2)nc2sc3c(c2c1=O)CCCC3	·	·	2	-1.9	·	-1	11	-0.7	2.3	11*	3.0
CCc1nc2c(OCC(=O)C(C)(C)C)cccn2c1N(C)C(=O)c1ccc(C)cc1	-0.3	-0.1	-1	-0.3	·	0	-16	-0.9	0.0	-3	-2.9
CN=C1C([N+](=O)[O-])=CC=C2C1=NC1(CCCCC1)N2O	-1.0	-14	2	-0.3	-0.5	-3	-2	-2.5	-0.1	-3	-0.9
Cc1ccc(CCNC(=O)C2CCCN(S(=O)(=O)c3c(C)nn(C)c3C)C2)cc1 (stereo not given)	1.3	1.3	-2	-1.1	-1.3	1	-20	-0.5	-1.0	-2	0.2
Cc1nn(C)c(Cl)c1CN1CCC(Oc2ccc(C(=O)N3CCCC3)cc2)CC1	-0.6	-2.5	1	-1.5	0.2	1	3	-1.7	-3.4	1	-0.3
CCOc1cc(C2C3=C(CCCC3=O)Nc3ccc4ncccc4c32)ccc1O (stereo not given)	-1.8	0.1	-5	-1.3	0.1	1	-4	-2.0	-0.4	1	2.2
O=C(NNC(=O)c1cc(Br)c(Br)s1)c1ccncc1	1.2	-1.7	1	-1.6	0.0	4	7	-0.7	2.4	-4	3.7
Cc1ccc2cc(C#N)c(N3CCN(C)CC3)nc2c1	1.0	-0.8	-32	-0.6	-1.0	2	-92	0.6	0.1	2	0.2
CC(C)=CCN1CCN(Cc2nc(-c3ccc(F)cc3)cs2)CC1CCO (stereo not given)	0.5	1.1	-7	-0.2	0.4	1	-11	-0.6	-0.3	-5	2.4
Cc1ccnc(NC2OC(=O)c3ccccc32)c1 (stereo not given)	-1.6	-0.1	-3	-0.9	0.9	2	1	-2.3	0.6	1	-0.3
COc1ccc(C2CCc3cc4c(cc3C2=NOC(C)=O)OCO4)cc1OC (stereo not given)	0.8	-1.1	6	-1.4	-1.2	9	-29	-1.8	-3.5	-9	-3.7
O=c1oc(CCO)cc2ccc(C#Cc3ccsc3)cc12	2.5	-0.2	-84	-0.9	0.7	4	-405	-0.7	0.8	6	5.2
Cc1ccccc1CNC(=O)/C=C\C(=O)O	0.7	-0.8	-1	-1.5	-1.6	0	-4	-2.1	0.0	-1	-1.4
Cn1ccnc1C1CCCCN1C(=O)c1cc(COc2ccc(F)cc2Cl)on1 (stereo not given)	1.8	-0.2	0	-1.4	·	4	4	-0.5	-0.3	-3	-1.7
C[C@@H]1CN([C@@H](C)CO)C(=O)CCCn2cc(nn2)CO[C@H]1CN(C)C(=O)c1ccc2ccn(C)c2c1	-0.1	-1.5	1	-0.7	0.5	1	-21	-1.1	2.9	-7	1.1
CCn1cc(/C=N\NC(=O)c2ccc(F)cc2)cn1	0.7	-1.9	-3	-0.8	-0.1	2	-2	0.2	-0.2	0	5.4
Nc1ncnc2c1ncn2[C@@H]1O[C@H](C(=O)N2CCSC2)[C@@H](O)[C@H]1O	·	-0.3	0	-1.6	·	3	-4	-0.1	-0.4	3	-0.2
CC(=O)c1c(C)nn(-c2ccccc2)c1C	0.9	-0.7	-3	-1.5	2.0	9	-8	-1.0	-0.4	0	-1.3
COc1ccc(CCNC(=O)/C=C/c2ccc(S(=O)(=O)N3CCOCC3)cc2)cc1	1.1	-1.2	0	-1.4	-0.6	-9	-3	-1.1	0.7	7	-0.6
O=C(CN1C(=O)C2CC=CCC2C1=O)NCC1COc2ccccc2O1 (stereo not given)	0.9	-0.2	-1	-1.4	-0.2	0	-5	-1.4	0.1	-2	-1.6
Nc1nc(-c2cccnc2)nn1C(=O)c1ccc(F)cc1	-0.3	1.4	2	-1.5	0.3	1	-12	-1.1	0.3	-3	-0.7
Cc1nnc2c(N3CCN(CCO)CC3)nc3ccccc3n12	1.3	-0.4	-5	-1.2	1.2	6	-2	-1.5	-0.5	0	1.3
CC(C)NC(=O)c1ccc(CN2CCC(Cc3ccccc3)CC2)cc1	-0.5	1.1	-6	-1.5	-1.0	2	-6	-1.8	-0.3	0	-0.7
O=C(OCC#CCSc1nnc(-c2cccc3ccccc23)o1)c1cccs1	2.6	0.0	-10	-1.8	-0.9	2	-60	-0.4	0.2	1	0.3

# Arranged by the number under ssDAF12 agonist (high to low): three from the list above.
Molecule,ssDAF12 agonist
CC(C)=CCN1CCN(Cc2nc(-c3ccc(F)cc3)cs2)CC1CCO (stereo not given),-0.2
CCn1cc(/C=N\NC(=O)c2ccc(F)cc2)cn1,-0.8
O=C(CN1C(=O)C2CC=CCC2C1=O)NCC1COc2ccccc2O1 (stereo not given),-1.4

# Continuation.
compound	FXN GAA850 act	PG9 binder	ADAM17 inh	ssDAF12 agonist	DAX1 inh-2	GC-A act	ADAM10 inh	hcDAF12 agonist	DAX1 inh-1	SMARCA2 activ	hgDAF12 agonist
CC(C)CN(C(=O)c1cccc(S(=O)(=O)N2CCCCC2)c1)C1CCS(=O)(=O)C1 (stereo not given)	-0.6	-2.3	2	-0.5	0.6	2	3	0.2	-0.1	2	1.4
COCC1CCN(C(=O)c2ccc(OC3CCN(Cc4ccccn4)CC3)cc2)C1 (stereo not given)	-2.4	-0.4	-5	-0.7	0.4	-2	1	-1.7	-1.8	-1	-2.3
NC(=O)c1cc(S(=O)(=O)NC2CCCCC2)co1	-0.5	-1.9	-2	-1.4	1.0	0	2	-1.3	-0.8	-4	-1.3
CN(CCO)c1ccc2c(c1)Oc1ccccc1CN(Cc1cn(Cc3ccc(F)cc3)nn1)S2(=O)=O	·	·	-3	0.1	·	0	5	-1.8	-1.1	6	-0.1
C/C(=N\NC(=S)NCc1ccccc1)c1ccco1	1.9	0.2	0	-0.8	-0.5	0	3	-0.1	-0.3	0	2.1
O=C(c1cccs1)N1CCN(Cc2ccccc2)CC1	2.2	0.7	-5	-0.8	-1.4	2	-1	-2.0	-0.4	-2	-0.8
Cc1sc2ncn(CC(=O)N(C)C3CCCCC3)c(=O)c2c1C	1.2	-1.2	-2	-0.2	-0.8	1	-7	-1.3	0.4	-3	-2.5

# Compound activity (PubChem BioAssay)
